Screening results: PubChem BioAssay, National Center for Advancing Translational Sciences (NCATS)
D3 antag – qHTS of D3 Dopamine Receptor Antagonist: qHTS; 360,000 tested, 2.5% active; AID 652054, 2013; D(3) dopamine receptor (Homo sapiens), P35462; max response, negative = inhibition, %; D3R cells, DiscoveRx beta-arrestin luminescence, antagonist mode; hits give low values; in the data active = max response below about -50%; inconclusive = no clear call, values can overlap the other calls; also: % is scaled to controls: 0 for no effect and ±100 for the full control effect; mostly tested at two doses, the higher about 12 µM
Target sequence (P35462 whole entry, looked up): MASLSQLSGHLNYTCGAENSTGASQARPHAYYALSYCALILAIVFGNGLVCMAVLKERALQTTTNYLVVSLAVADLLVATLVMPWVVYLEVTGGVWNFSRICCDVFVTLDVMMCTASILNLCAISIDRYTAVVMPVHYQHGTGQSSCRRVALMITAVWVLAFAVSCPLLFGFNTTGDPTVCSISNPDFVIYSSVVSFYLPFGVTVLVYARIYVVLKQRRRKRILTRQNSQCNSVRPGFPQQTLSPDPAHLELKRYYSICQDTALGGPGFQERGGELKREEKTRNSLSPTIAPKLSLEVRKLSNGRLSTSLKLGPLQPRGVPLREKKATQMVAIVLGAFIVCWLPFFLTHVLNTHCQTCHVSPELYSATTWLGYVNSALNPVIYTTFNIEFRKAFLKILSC
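Cells plated overnight at 1500 cells/well, then exposed to library compounds with dopamine controls for 90 minutes at 37 degrees C. DiscoveRx reagent added for 30–60 minutes at room temperature; luminescence read, quantitative HTS format.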
HT1080 IDH1KD tx – qHTS for induction of synthetic lethality in tumor cells producing 2HG: qHTS for the HT-1080-IDH1KD cell line | AID 686971, 2013 | Potency, µM (titrated, usually from 46.1 µM), without a hit: at the highest dose activity, negative = toxicity, most hits filed as cytotoxic | HT-1080 IDH1 knockdown viability, ATP luminescence, 48 h | 360,000 tested, 2% active;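 also: potency is read from the fitted curve at half-maximal effect; 0% = DMSO wells and -100% = cell-free medium wells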
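Assay cells: HT-1080 with IDH1 knockdown, 750 per well, RPMI/5% FBS. Exposure: 48 h at 37 °C following 2 h pre-incubation. Read: CellTiter-Glo luminescence; fitted concentration-response, curve class assigned.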
KB-V1 cytotox – qHTS assay for MDR1-selective chemotherapeutics: Primary screen using the drug-selected MDR subline cells KB-V1. 400,000 tested, 3.4% active. KB-V1 MDR cells viability, CellTiter-Glo, 72 h. Potency, µM (series often up to 46.1 µM), for the others: top-dose activity change, negative = cytotoxicity, most hits filed as cytotoxic; also: potency is read from the fitted curve at half-maximal effect; % is scaled to controls: 0 for no effect and ±100 for the full control effect; nearly all actives have a fitted effect of over 60% in size
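Cells of the MDR subline KB-V1 are plated, dosed with compound at multiple concentrations, and incubated 72 h at 37 degrees C; CellTiter-Glo is then added and luminescence read after 10 min.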
KB-3-1 tox – qHTS assay for MDR1-selective chemotherapeutics: Primary screen using the parental adenocarcinoma cell KB-3-1 | KB-3-1 viability, CellTiter-Glo ATP luminescence, 72 h | Potency, µM (titrated, usually from 46.1 µM), for the others: top-dose activity change, negative = cytotoxic, usual class: cytotoxic | 400,000 tested, 1.4% active | AID 1347075, 2019; also: potency is read from the fitted curve at half-maximal effect; % is scaled to controls: 0 for no effect and ±100 for the full control effect; nearly all actives have a fitted effect of over 60% in size
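Cytotoxicity measured as CellTiter-Glo luminescence after 72 h at 37 C. Compound titrations were pinned onto drug-naive KB-3-1 parental adenocarcinoma cells grown in DMEM with 10% FBS, and normalized data fitted to concentration-response curves.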
IL-1B inflam inh – qHTS for Inhibitors of Inflammasome Signaling: IL-1-beta AlphaLISA Primary Screen; THP-1 LPS/ATP IL-1B secretion, AlphaLISA, 16 h; hits give low values; activity change, % at 57.5 µM; 360,000 tested, 4.7% active; AID 743279, 2014; in the data active = activity change below about -50%; inconclusive = mostly about -30% to -49%; also: % is scaled to controls: 0 for no effect and ±100 for the full control effect
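THP-1 cells pretreated 1 hr with compounds (up to 57.5 uM final), then stimulated with LPS (250 ng/mL final) plus ATP (1.25 mM final); secreted IL-1B measured by AlphaLISA after 16 hr, decreased signal indicating inhibition.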
GLP1R ag – qHTS of GLP-1 Receptor Agonists. Glucagon-like peptide 1 receptor (Homo sapiens), P43220. HEK293 GLP-1R CRE-luciferase, luminescence, 4-6 h; cells express a hypersensitive GLP-1R form. Potency, µM (highest dose often 45.6 µM), without a hit: at the highest dose activation, most hits filed as activators. 380,000 tested, 0.007% active; also: potency is read from the fitted curve at half-maximal effect; % of control where 0% means no effect
Target sequence (P43220 whole entry, looked up): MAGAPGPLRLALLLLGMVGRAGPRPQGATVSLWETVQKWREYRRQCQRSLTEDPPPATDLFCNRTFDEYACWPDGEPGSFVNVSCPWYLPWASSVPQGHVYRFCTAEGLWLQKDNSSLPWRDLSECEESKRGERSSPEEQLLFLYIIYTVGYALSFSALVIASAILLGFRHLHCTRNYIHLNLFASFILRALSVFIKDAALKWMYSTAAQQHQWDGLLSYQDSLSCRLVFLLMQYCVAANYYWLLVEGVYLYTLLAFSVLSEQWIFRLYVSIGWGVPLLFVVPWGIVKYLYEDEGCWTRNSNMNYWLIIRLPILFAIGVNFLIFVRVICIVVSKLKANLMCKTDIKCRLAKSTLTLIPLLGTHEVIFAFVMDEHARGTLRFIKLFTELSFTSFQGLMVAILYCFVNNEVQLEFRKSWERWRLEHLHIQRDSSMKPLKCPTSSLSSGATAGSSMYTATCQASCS
D3 ag – qHTS of D3 Dopamine Receptor Agonist: qHTS | D(3) dopamine receptor (Homo sapiens), P35462 | D3R DiscoveRx beta-arrestin cells, luminescence, 90 min | max activation, % | 410,000 tested, 0.58% active | AID 652048, 2013; in the data active = max activation above about 30%; also: 0% is about no effect; mostly tested at two doses, the higher about 12 µM
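Cells at 1500/well, incubated overnight, then treated with pinned compounds (dopamine as control) for 90 min at 37 degrees C. DiscoveRx reagent added for 30 - 60 minutes at room temperature; luminescence read.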
SW480 rereplic – A quantitative high throughput screen for small molecules that induce DNA re-replication in SW480 colon adenocarcinoma cells; SW480 DNA re-replication, Hoechst DNA content imaging, 48 h; Potency, µM (series often up to 46.1 µM), for inactives: at the highest dose re-replication activation, most hits filed as activators; 340,000 tested, 1.8% active; also: potency is read from the fitted curve at half-maximal effect; % of control where 0% means no effect; nearly all actives have a fitted effect of over 55% in size
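Quantitative HTS format with DMSO vehicle controls; 48 hr drug incubation at 37 C, then 40 min Hoechst staining and scanning imager measurement at 405 nm excitation.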
HT1080-NT tox – qHTS for induction of synthetic lethality in tumor cells producing 2HG: qHTS for the HT-1080-NT fibrosarcoma cell line | 360,000 tested, 1.6% active | AID 686970, 2013 | HT-1080-NT fibrosarcoma viability, CellTiter-Glo ATP luminescence, 48 h | Potency, µM (series often up to 46.1 µM), inactives show at the top dose activity, negative = less viability, actives largely listed as cytotoxic;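 also: NT is the 2HG producing partner of a matched IDH1 knockdown line; potency is read from the fitted curve at half-maximal effect; 0% = DMSO-treated cells and -100% = media-only wells without cells; nearly all actives have a fitted effect of over 55% in size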
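Read-out is CellTiter-Glo luminescence after 10 minutes at room temperature, following 48 hours' compound treatment of HT-1080-NT cells (750 cells/well, RPMI, 5% FBS, 37 degrees C).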
The depositor's hits bear a star; ? = inconclusive; · = not tested or not shown; [ ] = another dose, or the depositor's remark. Unless noted, calls follow the shape of the dose curve; as a rule, active = well fitted curve in the direction sought with a large enough effect; inconclusive = small, poorly fitted or top-dose-only effect, or another doubt; inactive = no such curve, though single readings can be large; an effect the other way counts as inactive or inconclusive.

compound	D3 antag	HT1080 IDH1KD tx	KB-V1 cytotox	KB-3-1 tox	IL-1B inflam inh	GLP1R ag	D3 ag	SW480 rereplic	HT1080-NT tox
COc1ccc(C(CNC(=O)CN2C(=O)NC(C)(c3ccc4ccccc4c3)C2=O)N2CCCC2)cc1 (stereo not given)	?	0%	0%	-8%	?	-4%	-1	-1%	-29%
CCN(CC(=O)NCc1ccc(Cl)cc1)C(=O)c1sccc1C	-10	14%	16%	19%	7	8%	-7	-24%	2%[9.24 µM]
CCN(Cc1nc(-c2ccc(OC)cc2)no1)C(=O)c1ccc2c(c1)OCO2	-17	-2%	?	-10%	-15	10%	-26	-10%	-1%
Cc1ccc(C)c(NC(=O)CN(C)C(C)C(=O)N2CCCC2)c1 (stereo not given)	1	11%	-2%	18%	-15	1%	-4	-3%	2%
O=C(Cn1c(-c2ccccn2)nc2ccccc21)NCCN1CCOCC1	-8	-5%	6%	-8%	4	-2%	0	-8%	-3%[9.24 µM]
CC(C)(C)C(=O)Nc1ccccc1C(=O)OCC(=O)c1ccc2c(c1)OCCO2	15	-1%	-4%	-3%	-12	12%	5	-1%	-23%
Cc1ccc(-c2csc(NC(=O)c3ccno3)n2)cc1	-10	7%	1%	-1%	?	-9%	-9	-5%	22%
O=C(NCC1CCCO1)C1CC(=O)N(c2ccc(Cl)cc2)C1 (stereo not given)	1	0%	-11%	-2%	13	0%	-1	-25%	1%
OCC1(CO)COC(CCc2ccccc2)=N1	9	8%	10%	1%	0	0%	8	0%	15%
COC(=O)N/N=C1\CCCc2ccccc21	-12	4%	-1%	8%	7	1%	-1	1%	3%
COc1ccc(C(=O)Nc2ccccc2-c2nnn(CC(=O)N3CCOCC3)n2)cc1	6	1%	-3%	5%	0	10%	-6	?	2%
COc1ccccc1S(=O)(=O)Nc1ccc(-c2nnc3n2CCCCC3)cc1	14	-6%	24%	4%	-21	-10%	-1	-1%	1%
Cc1cccc(NC(=O)CN(c2ccc(F)cc2)S(C)(=O)=O)c1	-14	-3%	-5%	-8%	-1	4%	1	-2%	-4%
Cc1cccc(NS(=O)(=O)c2ccc(C)c(C(=O)NCc3cccnc3)c2)c1	17	11%	·	·	4	-7%	7	4%	-9%
CC(=O)c1c(C)[nH]c(C(=O)OCC(=O)Nc2cc(C)on2)c1C	4	?	-22%	-19%	20	2%	0	-4%	-30%
CS(=O)(=O)N1CCc2cc(C(=O)N3CCCC3)ccc21	14	7%	0%	6%	46	8%	17	-4%	1%
CCc1sc(N)nc1-c1ccccc1	11	3%	10%	24%	-6	1%	1	-8%	13%
CN1CCN(C(=O)C2CCN(c3ncc(C(F)(F)F)cc3Cl)CC2)CC1	-16	-3%	-29%	-6%	23	5%	-9	14%	-11%
CC(C)C(=O)Nc1nc2c(c(=O)[nH]1)CCCC2	-7	2%	12%	8%	-3	3%	5	-9%	3%
COc1ccc(/C=C(\C#N)C(=O)N2CCOCC2)cc1Br	-8	3%	-16%	0%	-68*	-3%	0	-38%[inhibitor]	6%
COc1cc(/C=N/O)cc(Br)c1OCc1cccc(Cl)c1	-21	?	?	15µM*	-101*	-5%	-1	2%	?
CCn1cc([N+](=O)[O-])c(C(=O)N2N=C(c3cccc4ccccc34)CC2c2ccccc2O)n1 (stereo not given)	?	18µM*	0%	-6%	?	4%	1	?	?
O=C(Cn1ccc2ccccc2c1=O)NCCC(=O)Nc1ccc2c(c1)OCCO2	9	3%	18%	11%	?	-13%	4	-3%	-6%
Cc1ccc(OCCOC(=O)c2cc(S(=O)(=O)N3CCCCC3)ccc2N2CCOCC2)cc1	2	?	2.9µM*	4.6µM*	1	2%	16	?	-1%
O=C(CCN1C(=O)c2ccccc2S1(=O)=O)Nc1ccc(F)cc1F	7	27%	0%	11%	4	3%	14	3%	14%
COc1cc(-n2c(=O)c3ccccc3n(Cc3cccc(Cl)c3)c2=O)cc(OC)c1OC	·	·	-1%	-6%	·	0%	7	·	·
CCOc1ccc2nc(-c3cc(NC(C)=O)ccc3O)sc2c1	21	5%	?	-1%	8	-6%	6	-153%[inhibitor]	13%
Cc1c(C(=O)Nc2nccs2)sc2nc(-c3cccs3)cc(C(F)(F)F)c12	-27	?	?	9.2µM*	68	-12%	5	?	?
O=C(CCc1ccccc1)Nc1ccnn1C1CCN(Cc2ncc[nH]2)CC1	-3	13%	?	3%	19	-1%	3	1%	23%
Cc1ccc(C)c(CN2CCC(CNC(=O)Nc3ccc(Cl)cc3)CC2)c1	-1	-13%	?	?	-95*	6%	-10	-17%	-1%
Cc1cc([N+](=O)[O-])nn1CC(=O)Nc1nc2ccccc2s1	-14	1%	39%	4%	-6	-4%	2	-5%	-1%
Clc1cccc(C2CCN(Cc3nc(CC4CC4)no3)C2)c1 (stereo not given)	-17	15%	-21%	11%	-5	15%	-11	-7%	22%
Oc1c(Cl)cc(Cl)cc1C=Nc1ccc(Br)cc1	37	-27%	?	-5%	-2	-13%	-16	-2%[9.22 µM]	-23%
Cc1cc(NC(=O)C(C)SCC(=O)OCc2ccc([N+](=O)[O-])cc2)no1 (stereo not given)	14	0%	2%	-2%	11	-8%	5	4%	-2%
O=C(NNC(=O)c1cccs1)c1ccc(Br)o1	-16	29%	26%	9%	-4	-1%	-4	-2%	23%
Cc1cc(C)n(CC(=O)Nc2cc(F)ccc2F)c(=O)c1C#N	·	·	-28%	-4%	·	-7%	-7	·	·
COc1ccccc1NC(=O)C(C)OC(=O)C1CCC(C(C)(C)C)CC1 (stereo not given)	5	-14%	?	-7%	20	1%	-5	1%	-22%
CCCC[N+](CC#Cc1ccccc1)(CCCC)CCCS(=O)(=O)[O-]	0	11%	3%	15%	11	5%	0	15%	0%
COc1ccc(OCC(=O)NCCc2ccc(S(N)(=O)=O)cc2)cc1	4	-2%	19%	7%	3	-10%	5	-1%	8%
CCOC(=O)CSc1nc(C(C)C)nc2ccccc12	16	14%	22%	1%	24	4%	-7	-20%	0%
ON1C2CCCCC2N(O)C1c1c(F)c(F)c(F)c(F)c1F (stereo not given)	2	0%	12%	-11%	-19	2%	1	11%	1%
CCOC(=O)c1cc(-c2ccccc2)sc1NC(=O)C(C)Sc1nnnn1C (stereo not given)	-7	-11%	0%	-1%	-76*	11%	0	15%	-18%
COc1ccc(NC(=O)CC(C)NCCCN2CCCC2=O)cc1 (stereo not given)	-1	1%	0%	?	-10	-1%	-1	-8%	7%
Cc1ccccc1NS(=O)(=O)c1ccc(C(=O)NCC(c2ccco2)N(C)C)cc1 (stereo not given)	-57*	-10%	15µM*	-5%	0	6%	-14	2%	-5%
CC1(C)CC(=O)c2c(nc(SCC(=O)Nc3nsc(-c4ccccc4)n3)c(C#N)c2-c2ccccc2)C1	-8	12%	?	?	?	2%	-5	-3%[9.22 µM]	14%
CCC(C)C1Nc2ccc(C(=O)NCc3ccc4c(c3)OCO4)cc2NC1=O (stereo not given)	?	-29%	?	-15%	-23	9%	-8	-10%	-10%
COc1ccc(N2C(=O)C(Cl)=C(Nc3ccccc3OC)C2=O)cc1	4	5%	0%	17%	17	-9%	6	0%	11%
O=C(c1ccccc1F)N(Cc1ccccc1)C1CCS(=O)(=O)C1 (stereo not given)	0	2%	2%	-3%	19	7%	1	-2%	1%
COc1cc(CN(CC(C)C)S(=O)(=O)c2ccccc2Br)cc(OC)c1	-17	-17%	-1%	0%	-18	-6%	-10	53%	-14%
O=C(Nc1ccc(F)cc1Cl)c1ccc2c(=O)n3c(nc2c1)CCC3	0	-4%	0%	-5%	-8	5%	2	2%	-4%

(list continues)
compound	D3 antag	HT1080 IDH1KD tx	KB-V1 cytotox	KB-3-1 tox	IL-1B inflam inh	GLP1R ag	D3 ag	SW480 rereplic	HT1080-NT tox
O=C(C[C@H]1C/C=C\CC[C@@H](Cc2ccc(F)cc2)C(=O)O[C@H](c2ccccc2)CNC1=O)N[C@H](CO)Cc1ccccc1	-3	-10%	0%	0%	-10	-1%	-2	-42%	-18%
CCc1ccc(C(C)NC(=S)NCc2ccc(F)cc2)cc1 (stereo not given)	-8	?	-42%	?	?	8%	-1	?	-26%
Nc1c(-c2ccccc2)n[nH]c1-c1ccccc1	-14	1%	-17%	9%	-4	-2%	-9	-4%	0%
CCOc1ccc2nc(C)cc(C(=O)O)c2c1	-11	1%	4%	6%	-9	-2%	-1	-7%	10%
O=C(Nc1cc(C(F)(F)F)ccc1N1CCOCC1)c1c(F)c(F)c(F)c(F)c1F	14	-23%	10%	9%	-17	5%	2	-5%	1%
COC(=O)c1ccccc1NC(=O)CN(C1CCCCC1)S(C)(=O)=O	11	-3%	-10%	0%	9	-1%	14	-3%	-5%
O=C(CNC(=O)N1CC(=O)Nc2ccccc21)NCCc1ccc(Cl)cc1	-25	0%	1%	0%	-3	5%	-1	-10%	3%
